dFosB activator: enhances mouse delta FosB homodimer DNA binding. AID 493131. activation, % at 25 µM. 340,000 tested, 0.99% active. P13346. purified delta FosB, TAMRA-CDK5 oligo fluorescence polarization; percent of positive-control signal above neutral wells;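 active = mean activation above about 17%, with every replicate also reaching it, limit read from the data, passing the limit was not always enough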;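 also: fluorescence polarization rise as delta FosB binds a TAMRA Cdk5 AP-1 oligo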
PKA-R2B activ: PKA-R2B complex activation; P22694+P31323; PKA-R2B holoenzyme dissociation, Cy5-IP20 fluorescence polarization; R2B truncated from residue 108, S112A mutant; 0% DMSO only, 100% 113 µM cGMP; activation, % at 11.4 µM; 340,000 tested, 0.079% active; AID 504700;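 active = activation above a cutoff set at the mean over all compounds plus 3 SD, cut at about 18% in these data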;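 also: higher means more holoenzyme dissociation and a rise in polarization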
Target sequence (P31323 whole entry, looked up, other chains not shown, the tested form may be a part): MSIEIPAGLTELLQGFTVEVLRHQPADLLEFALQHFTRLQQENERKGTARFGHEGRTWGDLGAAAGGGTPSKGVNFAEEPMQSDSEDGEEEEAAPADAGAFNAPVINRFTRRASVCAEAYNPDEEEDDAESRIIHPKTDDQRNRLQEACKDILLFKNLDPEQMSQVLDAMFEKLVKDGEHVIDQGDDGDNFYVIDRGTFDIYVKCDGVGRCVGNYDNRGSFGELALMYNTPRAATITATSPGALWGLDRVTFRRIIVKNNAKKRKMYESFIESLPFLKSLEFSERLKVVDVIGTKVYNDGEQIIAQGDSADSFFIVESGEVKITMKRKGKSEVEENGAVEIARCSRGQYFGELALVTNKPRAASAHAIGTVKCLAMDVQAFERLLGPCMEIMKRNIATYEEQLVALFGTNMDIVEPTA
SR-BI DiI-HDL act: SR-BI HDL lipid transfer activation. CHO ldlA[mSR-BI] cells, DiI-HDL uptake fluorescence, 3 h; 100 = double the neutral-control signal. activation, % at 12.5 µM. 320,000 tested, 0.096% active;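 active = mean replicate activation of at least 60% and every replicate at or above 60%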;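 also: 0% = median plate neutral-control signal and 100% = twice that signal; values of inactives mirror those of a sister screen read the other way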
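Material: SR-BI-overexpressing, LDLR-lacking CHO cells | Dosing: Single compound concentration, delivered by pin transfer | Probe or stimulus: Labelled HDL, 10 µg/mL | Signal: Bottom-read cell fluorescence after medium removal, ex 550/em 595 nm | Schedule: 3 h, 37 °C | Evaluation: HDL uptake via cellular fluorescence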
Arr AP2 block: blocks beta-arrestin peptide binding to AP2 adaptin; 340,000 tested, 0.31% active; inhibition, % at 10 µM; AID 504490; FITC-arrestin peptide / GST-AP2 beads, flow cytometry; AP2 beta2 appendage carries R879A mutation;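 active = inhibition above a set limit, near 3 SD of compounds lacking own fluorescence, cut at about 54% in these data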;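 also: plate controls were DMSO wells for no effect and 5 µM unlabelled arrestin peptide for full effect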
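test system = AP2 appendage R879A on GSH beads | buffer or medium = PBS plus Tween 20 (0.05%) and BSA (0.1%) | incubation = 12 min plus 1 h, RT | detection = bead flow cytometry, FITC channel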
NSD2 HMT inh: inhibitors of human histone methyltransferase NSD2 | NSD2 peptide methylation, AlphaScreen, 120 min | inhibition, % at 12.5 µM | 310,000 tested, 0.54% active; in the data active = inhibition above about 50%
CDK5 p35 inh: blocks human CDK5/p35 kinase activity; Q00535+Q15078; Recombinant CDK5/p35, ADP-Glo luminescence, 60 min; inhibition, % at 10 µM; 330,000 tested, 0.01% active;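 active = highest replicate inhibition of at least 50% and at least 75% of replicates reaching 50%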;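 also: plate controls were DMSO neutral control for no effect and GW8510 at 10 µM for full effect; many of its hits are not listed in these tables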
Target sequence (Q00535 whole entry, looked up): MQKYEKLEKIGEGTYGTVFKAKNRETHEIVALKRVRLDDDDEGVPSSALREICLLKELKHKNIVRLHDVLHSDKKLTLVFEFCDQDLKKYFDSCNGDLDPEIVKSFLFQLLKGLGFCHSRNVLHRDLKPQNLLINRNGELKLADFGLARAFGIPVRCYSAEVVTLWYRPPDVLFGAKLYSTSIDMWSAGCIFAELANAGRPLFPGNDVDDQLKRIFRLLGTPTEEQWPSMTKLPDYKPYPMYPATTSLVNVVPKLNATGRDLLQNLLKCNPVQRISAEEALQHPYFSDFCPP
Target sequence (Q15078 whole entry, looked up): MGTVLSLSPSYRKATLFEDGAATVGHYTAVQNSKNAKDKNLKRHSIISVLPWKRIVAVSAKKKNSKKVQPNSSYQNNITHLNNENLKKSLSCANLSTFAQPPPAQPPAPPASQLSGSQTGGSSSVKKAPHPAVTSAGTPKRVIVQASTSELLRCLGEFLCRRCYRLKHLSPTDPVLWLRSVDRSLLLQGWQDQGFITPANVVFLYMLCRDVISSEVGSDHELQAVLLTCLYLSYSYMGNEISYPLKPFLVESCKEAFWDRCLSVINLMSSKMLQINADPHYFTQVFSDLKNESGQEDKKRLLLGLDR
Mot1-301 SUMO: SUMOylation pathway inhibition by Mot1-301 growth rescue | S. cerevisiae Mot1-301 growth rescue, ATP luminescence, 38.5C; percent above DMSO median, 100 means doubled | growth rescue, % at 18.8 µM | 320,000 tested, 1% active | AID 2716;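 active = every valid replicate shows activation above 250% relative to neutral control wells; inactive = the rest, any valid replicate at or below 250%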;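 also: OY570 slx delta 5 strain wells were the positive control but not used for scaling; some compounds called inactive have numbers as strong as hits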
SR-BI HDL uptake: mouse SR-BI HDL lipid transfer inhibition. inhibition, % at 12.5 µM. Q61009. 320,000 tested, 0.96% active. ldlA[mSR-BI] CHO cells, DiI-HDL uptake fluorescence, 3 h;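 active = mean replicate inhibition of at least 70% and a set share of replicates each scoring 70 or more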;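 also: 0% = median of neutral control wells and 100% = median of positive control wells; values of inactives mirror those of a sister screen read the other way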
PKA-R1A activ: activators of PKA-R1A complex. PKA-R1A dissociation, Cy5-IP20 fluorescence polarization; scaled: DMSO 0%, 113 µM cGMP 100%. activation, % at 11.4 µM. 340,000 tested, 0.083% active;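 active = percent activation above the mean of all tested compounds plus 3 SD, cut at about 19% in these data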;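 also: higher means more PKAc released from R1A so a rise in polarization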
MITF TRPM1 HTS: MITF TRPM1 promoter activation in melanoma cells; AID 588334; 300,000 tested, 0.75% active; activation, % at 12.5 µM; SK-MEL-5 TRPM1-promoter luciferase, 24 h; % of positive control, neutral wells = 0;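 active = mean activation of at least 80% with every replicate also reaching 80%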;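 also: 0% = neutral control wells and 100% = parthenolide positive control wells; values of inactives mirror those of a sister screen read the other way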
DSG3 Ab inh: human desmoglein-3 autoantibody binding inhibition; DSG3-coupled beads, scFv-anti-DSG3-GFP binding, flow cytometry; hits give low values; 310,000 tested, 0.48% active; P32926; binding (percent of control), % at 10 µM; AID 588358;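 active = binding more than 3 SD below its plate's average and above zero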;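 also: hits lower antibody fragment binding to DSG3; some compounds called inactive have numbers as strong as hits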
Numbers without * were called inactive; · = no result given.

SMILES	dFosB activator	PKA-R2B activ	SR-BI DiI-HDL act	Arr AP2 block	NSD2 HMT inh	CDK5 p35 inh	Mot1-301 SUMO	SR-BI HDL uptake	PKA-R1A activ	MITF TRPM1 HTS	DSG3 Ab inh
O=C(NCc1ccccc1)Nc1cccn(Cc2cccc(F)c2)c1=O	-3	2	24	-9	25	2.5	-14	-24	-7	-6	102
Cc1nnc(SCC(=O)N/N=C/c2ccc(-c3ccc(C)c(Cl)c3)o2)s1	0	11	-34	0	0	-0.8	19	34	0	19	122
Cc1ccc(N2CC(C(=O)Nc3ccc(S(=O)(=O)Nc4nccc(C)n4)cc3)CC2=O)cc1 (stereo not drawn)	-3	-2	2	37	-1	-0.2	-3	-2	-10	12	103
CN(C(=O)CSc1nncn1-c1ccccc1)C1CCS(=O)(=O)C1 (stereo not drawn)	1	-4	16	41	-1	-0.4	7	-16	3	4	104
COc1ccc(C2/C(=C(/O)c3ccccc3)C(=O)C(=O)N2c2ccccn2)cc1 (stereo not drawn)	-1	-8	11	16	3	0.5	-2	-11	-8	4	112
Cc1cc(F)ccc1NC(=O)CCc1c(C)nn(-c2ccc(N3CCCCC3)nn2)c1C	-6	3	-82	-11	42	-0.4	0	82*	-2	-7	·
CCOC(=O)c1c(C)[nH]c(C(=O)OCC(=O)N2CCN(S(=O)(=O)c3ccccc3)CC2)c1C	-7	-9	12	2	1	0.9	0	-12	-9	-5	95
COc1ccc(S(=O)(=O)Nc2ccc(S(=O)(=O)N3CCCCC3)cc2)cc1C	-7	-8	25	0	-4	-1.1	·	-25	3	0	100
CCOC(=O)c1oc2ccccc2c1COC(=O)CNC(=O)c1ccc(C)cc1	-18	-3	8	22	-2	-0.2	-25	-8	-19	3	96
O=C(CSc1nc2ccccc2c(=O)n1CC1CCCO1)NCC1CCCO1 (stereo not drawn)	0	6	-5	1	·	1.6	·	5	-3	3	88
CC(C)n1c(N2CCN(CC(=O)NCc3cccs3)CC2)nc2ccccc21	-5	2	-54	5	0	3.6	-11	54	-4	-1	·
COc1ccc(CNC(=O)c2cc3cc(OC)ccc3oc2=O)cc1	-14	-3	-16	7	-2	1.1	-8	16	-4	·	99
CCC(C)(C)NC(=O)CN(C(=O)CCC(=O)Nc1nccs1)c1ccc(C)cc1	2	7	34	-14	-1	-0.3	-1	-34	-12	·	109
CCN(CC)c1ccc(NC(=O)CSc2nc3ccccc3c(=O)n2-c2cc(S(=O)(=O)N(C)C)ccc2C)cc1	-3	-17	-49	39	0	1.5	-6	49	-2	-1	121
Clc1cccc2sc(N3CCCCC3)nc12	-7	6	3	-4	-6	0.4	1	-3	9	·	105
Cc1ccc(C(=O)C(=S)N2CCOCC2)cc1	-6	-5	0	6	0	3.2	14	0	-8	10	76
O=C(c1cccnc1)N1CCC(Oc2ccc(C(=O)N3CCCC(O)C3)cc2)CC1 (stereo not drawn)	5	-5	6	0	2	1.8	-3	-6	-12	0	108
COc1ccc(NC(=O)/C=C/c2ccc(Br)o2)cn1	-9	3	-18	32	·	-0.8	4	18	7	46	97
CC(C)CC(=O)NC(=S)Nc1ccccn1	-4	16	11	15	0	0.9	5	-11	8	11	·
COc1ccc(S(=O)(=O)N2CCOCC2)cc1NC(=O)c1c(-c2ccccc2)noc1C	-13	-13	-4	-7	7	-0.8	·	4	0	8	·
COc1ccc(C(=O)Nn2c(C)nc3ccccc3c2=O)cc1	0	5	2	6	·	-0.8	5	-2	-5	-5	98
COc1ccc(-n2cc3ccc([N+](=O)[O-])cc3n2)cc1	-4	9	-5	9	-1	1.3	51	5	-9	23	97
FC(F)(F)Oc1ccc(NC(=S)Nc2ccc(OC(F)(F)F)cc2)cc1	-4	11	7	12	-7	-1.2	3	-7	2	-20	·
Cc1ccc(NC(=O)CCNC(=O)Cn2cnc3ccccc3c2=O)cc1F	-3	-3	1	-7	0	-0.7	-13	-1	-5	-2	98
NS(=O)(=O)c1cccc(NC(=O)CSc2ccccn2)c1	-4	-7	-4	9	0	0.3	-5	4	-1	20	104
CC(=O)NC(NC(=S)Nc1ccc(N=Nc2ccccc2)cc1)C(Cl)(Cl)Cl (stereo not drawn)	5	-2	-35	14	-2	0.1	13	35	-1	·	104
Cc1ccc(C(C(=O)NC(C)(C)C)N(CC2CCCO2)C(=O)Cn2nnc(-c3ccc(C)o3)n2)cc1 (stereo not drawn)	-1	-1	-1	0	·	-0.4	4	1	-3	-8	99
COc1ccc(N(C(C)C(=O)N/N=C/c2ccc(OC)c(OC)c2)S(C)(=O)=O)cc1 (stereo not drawn)	0	-1	-23	-8	0	0.8	-5	23	4	-9	108
Cc1cc(Cl)c(S(=O)(=O)N2CCN(c3ccccn3)CC2)cc1OCC(N)=O	-4	4	10	13	-3	-2.2	72	-10	-5	10	95
Cc1ccc(S(=O)(=O)NCCSCc2ccco2)cc1	1	4	5	29	0	0.7	-1	-5	-6	-9	100
CNS(=O)(=O)c1ccc(NC(=O)c2ccccn2)cc1	-6	-9	2	2	-3	0.6	-6	-2	8	47	104
Nc1c(C(=O)NCc2ccccc2)nnn1Cc1ccccc1	2	-4	-3	1	·	-0.5	-16	3	3	7	100
O=C(COc1ccc(C(=O)c2ccccc2)cc1)NCC1CCCCC1	-3	-7	-2	5	-1	-2.8	-2	2	1	-3	113
C=CCc1c(C)c(C#N)c2nc3ccccc3n2c1NCCN(C)C	15	-4	31	3	-4	2.9	-3	-31	6	-1	110
Cc1ccc(C(=O)OCC(=O)c2ccc(Br)cc2)cc1S(=O)(=O)N1CCOCC1	-7	3	-22	1	34	-1.8	·	22	-5	9	95
CCCn1c(SCC(=O)NC2CCCCC2)nnc1-c1ccco1	-9	0	9	4	3	1.4	-12	-9	-13	2	·

Look-ups from above.
Entry of CCN(CC)c1ccc(NC(=O)CSc2nc3ccccc3c(=O)n2-c2cc(S(=O)(=O)N(C)C)ccc2C)cc1 in DSG3 Ab inh: 121
Entry of CCC(C)(C)NC(=O)CN(C(=O)CCC(=O)Nc1nccs1)c1ccc(C)cc1 in SR-BI DiI-HDL act: 34

Further structures.
SMILES	dFosB activator	PKA-R2B activ	SR-BI DiI-HDL act	Arr AP2 block	NSD2 HMT inh	CDK5 p35 inh	Mot1-301 SUMO	SR-BI HDL uptake	PKA-R1A activ	MITF TRPM1 HTS	DSG3 Ab inh
CCOC(=O)C1CN(C(C)(C)C)C(=O)C1=O (stereo not drawn)	2	-9	47	11	0	-0.5	-15	-47	-6	7	101
CCN(c1ccccc1)S(=O)(=O)c1ccc(Cl)c(NC(=O)CNC(C)c2ccccc2)c1 (stereo not drawn)	-7	-10	1	-13	0	-4.1	25	-1	-3	-12	·
Cc1cccc(C)c1NC(=O)/C(C#N)=C/c1cccs1	-3	-10	-7	27	4	0.8	6	7	-11	16	98
Cn1cc(CN(Cc2ccccn2)C[C@@H]2CCC(=O)N2)c(-c2ccccc2F)n1	1	6	10	1	1	-0.4	298	-10	3	5	109
Cc1cn[nH]c1	1	-8	11	-2	·	0.1	10	-11	-1	8	104
COc1cccc(CC(=O)OCC(=O)NC(C)c2ccc(F)cc2)c1 (stereo not drawn)	-2	-5	24	8	-1	-4.1	-2	-24	-4	·	105
Cc1ccc(S(=O)(=O)Oc2ccc(/C=N/N=C3/NC(=O)C(CC(=O)O)S3)cc2)cc1[N+](=O)[O-] (stereo not drawn)	-9	12	-6	4	1	0.7	13	6	-17	13	99
Nc1nc(SCC(=O)N2N=C(c3ccc(Cl)cc3)CC2c2ccco2)n[nH]1 (stereo not drawn)	-3	0	8	-2	4	1.4	292	-8	5	-15	100
COc1ccc(CCNC(=O)C(=O)NCCCN2CCOCC2)cc1	1	-6	-1	15	-1	-1.9	13	1	1	7	100
CC(C)(C)C(=O)Nc1ccccc1C(=O)N1CCCC1	-3	-1	14	4	-2	-0.2	-7	-14	-1	-2	·
CCOC(=O)C1CCN(C(=O)CN2C(=O)C(C(C)C)Oc3ccccc32)CC1 (stereo not drawn)	-1	3	·	10	-4	-0.2	0	·	-2	15	96
CCN1C(=O)[C@H]2[C@@H](c3ccc(C)cc3)N3C(=O)N(c4cccc(Br)c4)C(=O)[C@@]3(C)[C@H]2C1=O	-8	0	23	15	·	-0.1	·	-23	5	26	·
COc1ccc(C(=O)O/N=C(\N)Cc2cccs2)cc1OC	-8	0	2	-7	-2	1.5	-9	-2	-1	8	99
Cc1cccc(NC(=O)CNC(=O)COc2ccc(C(=O)c3ccc(F)cc3)cc2)c1C	3	-6	33	-1	1	0.6	4	-33	8	-15	110
CCOC(=O)c1c(C)n(C)c2ccc(OC)c(NC(=O)c3cccs3)c12	-5	-11	-10	1	-7	-0.2	2	10	0	·	102
Cc1ccc(C(=O)NCc2ccc3c(c2)CCO3)cc1C	3	-2	-3	9	·	-2.2	3	3	-10	42	·
CCOC(=O)c1ccc(NS(=O)(=O)c2cccc3nsnc23)cc1	4	-13	17	26	2	0.3	3	-17	-1	2	·
CN(CC(=O)NC(=O)NCc1ccccc1)CC(=O)Nc1ccc(Cl)c(Cl)c1	-9	5	7	-3	25	0.1	-1	-7	8	-2	105
COc1ccc(N=C2C(=Nc3ccc(OC)cc3)N(c3ccccc3)C(=S)N2C(=O)c2ccc(Cl)cc2)cc1	-4	-6	-60	10	·	-4.5	173	60	-6	·	94
COCc1[nH]nc2c1C1(C(=O)Nc3ccc(F)cc31)C(C#N)=C(N)O2 (stereo not drawn)	0	-1	11	-2	1	1.0	6	-11	9	-2	103
O=C(NC1CCCc2ccccc21)c1ccccn1 (stereo not drawn)	-4	6	·	7	1	1.2	-9	·	-7	-11	·
CCn1cc(Cl)c(C(=O)Nc2ccccc2C(N)=O)n1	-14	-5	7	20	0	-0.6	·	-7	-10	20	106
O=C(Cn1cnc2ccccc2c1=O)N(Cc1ccco1)c1ccc(O)cc1	-6	-18	27	-1	2	-1.2	-27	-27	2	-2	84
O=C(CCc1ccccc1)NCCc1ccc(F)cc1	-1	6	19	36	-8	1.7	58	-19	0	·	99

Screening results (PubChem BioAssay)
